Tn7 DDE FP: inhibitors of Tn7 peptide binding to fibrin DD(E), primary screen, biochemical, fluorescence polarization, human fibrin, Tn7 probe; inhibition, % at 8.3 µM; AID 720508, 2013; hit rate 0.13% among 370,000; FP displacement of FITC-Tn7 peptide from fibrin DD(E); 0% = median of compound wells per plate;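 active = inhibition above the mean of compounds falling within the control limits plus 3 SD of them, cut at about 14% in these data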;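 also: 0% = plate median of compound wells and 100% = 10 µM Aha-Tn7 peptide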
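Assay system: Human clot-derived fibrin DD(E) complex | Buffer or medium: Tris/NaCl/CaCl2 buffer, pH 7.8 | Repeats: One replicate per compound | Benchmarks: Aha-Tn7 high control | Measure: % inhibition scaled between sample-field median and high-control FP | Schedule: 10 min plus 3 h, room temperature | Signal: Fluorescence polarization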
SIAE inh: human SIAE inhibitors, primary screen, biochemical, fluorescence polarization, FP-Rh probe, 1536-well HTS | Sialate O-acetylesterase (Homo sapiens), Q9HAT2 | hit rate 0.69% among 370,000 | inhibition, % at 9.66 µM | SIAE FP-Rh probe binding;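 active = inhibition above a cutoff: mean of compounds within the control limits plus 3 SD of those, cut at about 17% in these data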;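 also: 0% = plate median of compound wells and 100% = probe without SIAE protein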
DDE Tn6 FP inh: inhibitors of Tn6 peptide binding to fibrin DD(E), primary screen, biochemical, fluorescence polarization, human fibrin, Tn6 probe | Fibrinogen beta chain (Homo sapiens), P02675 | hit rate 0.21% among 370,000 | AID 720509, 2013 | Fibrin DD(E) TRITC-Tn6 fluorescence polarization displacement | inhibition, % at 8.3 µM;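 active = inhibition above a per-campaign cutoff: mean of compounds within control limits plus 3 SD, cut at about 15% in these data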;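 also: 0% = median of all compound wells on the plate and 100% = blocking peptide control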
PRMT1 FP inh: PRMT1 methyltransferase inhibitors, primary screen, biochemical, fluorescence polarization. Protein arginine N-methyltransferase 1 (Homo sapiens), Q99873. recombinant PRMT1, activity-based probe fluorescence polarization. inhibition, % at 2.79 µM. hit rate 1.3% among 370,000. AID 652257, 2013;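 active = inhibition above about 21% made by adding two undisclosed values, limit read from the data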
Target sequence (Q99873 whole entry, looked up): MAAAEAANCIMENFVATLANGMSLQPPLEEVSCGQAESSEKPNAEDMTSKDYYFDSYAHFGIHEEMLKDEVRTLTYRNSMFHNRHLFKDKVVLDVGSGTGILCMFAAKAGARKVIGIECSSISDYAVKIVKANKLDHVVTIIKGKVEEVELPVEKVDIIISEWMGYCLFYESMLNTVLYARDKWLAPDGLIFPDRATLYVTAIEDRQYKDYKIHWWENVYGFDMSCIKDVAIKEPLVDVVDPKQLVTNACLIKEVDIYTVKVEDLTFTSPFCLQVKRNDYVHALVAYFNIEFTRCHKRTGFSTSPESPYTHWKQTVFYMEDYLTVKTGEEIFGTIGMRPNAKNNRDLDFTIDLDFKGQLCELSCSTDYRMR
MBD2 inh: inhibitors of MBD2 binding to methylated DNA, primary screen, biochemical, TR-FRET, DNA-binding domain, human; MBD2 binding to methylated oligonucleotide; inhibition, % at 4.4 µM; hit rate 0.31% among 370,000; AID 686964, 2013; in the data active = inhibition above about 13%
Target sequence (Q9UBB5 whole entry, looked up, the tested form may be a part): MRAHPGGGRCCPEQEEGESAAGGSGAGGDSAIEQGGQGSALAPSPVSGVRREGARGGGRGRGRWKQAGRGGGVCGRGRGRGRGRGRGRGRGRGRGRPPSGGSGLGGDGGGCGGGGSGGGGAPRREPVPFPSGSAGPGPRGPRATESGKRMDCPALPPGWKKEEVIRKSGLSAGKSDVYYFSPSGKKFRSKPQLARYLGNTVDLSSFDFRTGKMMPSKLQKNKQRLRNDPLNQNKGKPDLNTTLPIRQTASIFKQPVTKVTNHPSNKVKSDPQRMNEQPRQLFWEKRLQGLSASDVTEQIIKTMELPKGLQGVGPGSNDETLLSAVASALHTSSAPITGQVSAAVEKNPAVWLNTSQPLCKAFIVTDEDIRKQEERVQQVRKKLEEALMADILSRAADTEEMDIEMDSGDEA
UHRF1 binding: UHRF1 methylated DNA binding inhibitors, primary screen, counter-screen for MBD2 inhibitor project, biochemical, TR-FRET, human UHRF1, single concentration | UHRF1 binding to methylated oligo | inhibition, % at 4.4 µM | hit rate 0.75% among 370,000 | AID 687016, 2013; in the data active = inhibition above about 21%;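 also: UHRF1 SRA domain binding a hemimethylated CpG hairpin DNA probe; 0% = median of test compound wells and 100% = reference inhibitor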
proKLK7 act: proKLK7 zymogen activators, primary screen, biochemical, fluorescence intensity. Kallikrein-7 (Homo sapiens), P49862. purified proKLK7, EDANS-DABCYL substrate fluorescence; 100% is mature enzyme control, 0% vehicle. activation, % at 7 µM. hit rate 0.9% among 370,000. AID 652039, 2013;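 active = activation above the mean of all tested compounds plus 3 SD, computed per campaign excluding outliers beyond control limits, cut at about 13% in these data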
Target sequence (P49862 whole entry, looked up): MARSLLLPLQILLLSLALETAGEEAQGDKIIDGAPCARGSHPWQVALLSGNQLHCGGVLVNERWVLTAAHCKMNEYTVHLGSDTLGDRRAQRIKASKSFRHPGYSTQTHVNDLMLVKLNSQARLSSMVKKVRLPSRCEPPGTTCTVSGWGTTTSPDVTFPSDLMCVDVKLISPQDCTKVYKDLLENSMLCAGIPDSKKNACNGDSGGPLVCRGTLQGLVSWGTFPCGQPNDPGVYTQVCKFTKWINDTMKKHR
LEDGF integ inh: blockers of LEDGF/p75-dependent integrase strand transfer – biochemical, TR-FRET, high throughput, primary screen; TR-FRET IN-LEDGF/p75 DNA integration, Eu/Cy5; inhibition, % at 3.7 µM; hit rate 0.64% among 370,000; AID 743269, 2014;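 active = inhibition above the screen-wide mean plus 3 SD, cut at about 13% in these data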;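 also: signal is the Cy5 over europium emission ratio at 671 and 618 nm; 0% = plate median of compound wells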
TDP2 absorb: human TDP2 enzyme inhibitors, primary screen, biochemical, epi absorbance, recombinant enzyme | Tyrosyl-DNA phosphodiesterase 2 (Homo sapiens), O95551 | T5PNP hydrolysis, p-nitrophenol absorbance 415 nm | inhibition, % at 12.8 µM | hit rate 0.34% among 370,000 | AID 720702, 2013;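 active = inhibition above the mean of all tested compounds plus 3 SD, set per campaign, cut at about 25% in these data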;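 also: 0% = DMSO with enzyme and 100% = buffer with substrate but no TDP2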
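Evaluation: % inhibition relative to enzyme-containing and enzyme-free wells. Material: recombinant human TDP2. Benchmarks: enzyme-free and DMSO wells. Timing: enzyme reaction with compound for 2 h at 37 °C. Compound dosing: 12.8 µM only. Measured by: p-Nitrophenol epi absorbance. Reagent: T5PNP substrate at 5 mM, a TopII-DNA adduct mimic. Replication: single well per compound.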
TCR-CD3 inh: inhibitors of human TCR-CD3 interaction, primary screen, biochemical, fluorescence, TAMRA-labeled TCR probe; AID 651800, 2012; T-cell receptor (TCR); inhibition, % at 9.4 µM; hit rate 0.37% among 360,000; in the data active = inhibition above about 19%;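 also: recombinant mutant TCR 2C K166C tagged with TAMRA read by polarization; 0% = receptor in buffer alone and 100% = receptor with positive control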
Active calls of the source: *.

Each structure is followed by: Tn7 DDE FP, SIAE inh, DDE Tn6 FP inh, PRMT1 FP inh, MBD2 inh, UHRF1 binding, proKLK7 act, LEDGF integ inh, TDP2 absorb, TCR-CD3 inh
Cc1cccc(NC(=O)C2(c3ccccc3)CC2(Cl)Cl)c1 (stereo unspecified)
  -3, 2, -10, -1, 0, 2, 0.3, -2, -12, -3
CCCCc1ccc(NC(=S)NCC2CCCO2)cc1 (stereo unspecified)
  1, 5, 3, 1, 3, 3, -0.7, 1, -9, -9
CCc1cccc(C)c1NC(=O)C1CCCO1 (stereo unspecified)
  -4, 2, -6, -1, 0, 1, 0.2, -2, 4, -1
O=C(NCc1ccccn1)C1CCN(Cc2cccc(OCc3ccccc3)c2)CC1
  10, 2, -1, -2, -5, 2, 0.6, -4, -1, 5
Cc1cccc(NC(=O)CSC(N)=O)c1C
  8, -2, 2, 36*, 3, 1, -0.3, 0, 6, 4
CCCN(CCC)CC(=O)N1CC(=O)Nc2ccccc21
  1, 0, 1, 2, 4, 4, -0.5, -2, -12, -4
CN1OC[C@@H]2CN(C(=S)NCCc3ccccc3)[C@H](c3ccccc3Br)C[C@@H]21
  5, 1, -3, 2, 2, 1, -0.2, -1, -1, 1
COC(=O)N(NC(=O)C(O)(CCC(C)C)CCC(C)C)c1ccccc1
  -1, 5, -4, -5, -1, -1, 0.4, 0, 1, 4
CC1CCN(S(=O)(=O)c2ccc3ccccc3c2)CC1
  0, 4, -5, 3, 5, -2, -0.3, 3, 2, -10
Cc1onc(-c2ccccc2)c1C(=O)N1CCOCC1
  9, -5, -1, 1, 2, 2, 0.6, 1, 0, 6
CCN(CC(=O)Nc1ccccc1OC)C(=O)CN1C(=O)NC(C)(c2ccc(C)cc2)C1=O (stereo unspecified)
  2, -4, 2, -3, 1, -2, -0.3, 1, 3, 4
OC(CN1CCN(Cc2ccccc2)CC1)c1ccc(Br)cc1 (stereo unspecified)
  7, -6, 1, 2, 1, 2, -0.1, -3, 2, -4
COC(=O)c1ccc(/C=N/NC(=O)C2CC(=O)N(c3ccc(F)cc3)C2)cc1 (stereo unspecified)
  -6, -8, 1, -2, -3, 0, 0.7, 0, -9, 10
CN1CCN(c2ccc(S(=O)(=O)N3CCCCC3)cc2NC(=O)COc2cccc(Cl)c2)CC1
  -1, 16, -6, -6, -3, -3, 0.5, -1, 7, 5
O=C(CCn1ccc2cc(S(=O)(=O)N3CCCC3)ccc21)NCc1ccccc1F
  -2, 2, 0, 2, 5, 2, -0.3, -4, 0, -4
COc1cccc(CNS(=O)(=O)/C=C/c2ccc(OC)c(OC)c2)c1
  -8, -2, -7, -1, 4, -1, -0.1, 1, 3, 2
CCOc1ccc(C2NCCc3cc(OC)c(OC)cc32)cc1OC (stereo unspecified)
  -3, 5, 1, 2, 3, 0, 0.5, 0, -1, -3
O=C(NC1CCCC1)c1ncn[nH]1
  -6, 5, -7, 0, 3, -2, -0.5, 0, 7, 9
O=C(Cc1ccccc1Cl)Nc1cccnc1
  0, 3, 8, -4, -3, 5, -0.1, -2, 3, 1
O=C(O)c1cc([N+](=O)[O-])ccc1NCCCc1ccccc1
  5, -4, 4, -3, -1, -2, 0.0, 2, -12, 4
O=S(=O)(Cc1ccccc1Cl)CC(O)COc1ccccc1Cl (stereo unspecified)
  1, -4, -8, -1, 0, 2, 0.0, 5, 1, -4
Cc1cccc(SC2CCN(Cc3nc(CC4CC4)no3)CC2)c1
  2, 0, 6, -1, 4, 1, 0.4, -1, -9, 5
Cc1ccccc1-n1nc(-c2ccc(N)cc2)cc1N
  0, -1, -4, -3, 2, -2, -2.3, 7, -10, 1
COc1ccc(OCCOC(=O)CN2C(=O)NC3(CCCC3)C2=O)cc1
  6, -1, 3, 0, -2, -1, 0.5, -1, 7, -2
CC(=O)Nc1ccc(S(=O)(=O)Nc2nc3ccccc3nc2Nc2ccc(C(=O)O)c(O)c2)cc1
  -5, -24, -7, 16, 2, 26*, 5.7, 26*, 4, 19
CN1CCN(CC(=O)Nc2cccc([N+](=O)[O-])c2)CC1
  2, 9, -3, -3, 3, 2, -0.3, 9, -1, 5
CCOC(=O)c1c[nH]c2c([N+](=O)[O-])cc(OC)cc2c1=O
  2, -3, 1, 1, -6, -6, -0.4, 2, 2, 2
O=[N+]([O-])c1ccc(Nc2ccccc2F)nc1
  -2, -3, 0, -3, -1, 3, -0.1, 5, -16, -5
Cc1cc(C(=O)CC#N)c(C)n1CC(F)(F)F
  4, 1, -10, 2, 5, 3, 0.7, 0, -1, -3
COc1cccc(CN2CCN(C3CCOCC3)CC2CCO)c1 (stereo unspecified)
  4, 9, 5, -3, 3, -1, 0.1, 1, 1, 5
CC1CN(C(=O)C(C)N2CCN(c3ccccc3Cl)CC2)CC(C)O1 (stereo unspecified)
  -3, 7, -7, 3, 6, -1, 1.0, 0, 7, -9
COc1ncnc2c1ncn2CCCNCCN1CCOCC1
  9, -1, 1, -4, 2, 0, 0.0, 3, 9, 7
COc1cc(OC)cc(C(=O)NCC(=O)Nc2ccc(OC)c(Cl)c2)c1
  -2, 1, 4, 0, -3, 0, -0.3, 0, 0, 0
CC(C)C[C@@H](CO)N1CCN(C)CCC1=O
  -7, -13, -6, 2, 11, 18, -0.4, 2, -14, 4
COc1cc(C=O)ccc1OCc1ccncc1
  3, -7, 4, -1, -2, 1, -0.3, -3, 9, -7
Nc1nnnn1/N=C/c1ccccc1OCc1ccccc1
  -2, -2, -5, 1, 0, 0, -0.4, 1, -4, -1
Cc1ccc(OCc2n[nH]c(=S)n2-c2ccccc2)cc1
  4, 2, -7, 5, -4, -4, -0.4, 1, 7, 4
C[C@@H]1CN([C@H](C)CO)C(=O)CCCn2nncc2CO[C@H]1CN(C)Cc1ccc(O)cc1
  -5, -11, -2, 0, 2, 1, 0.1, 2, -10, 6
CC(C)(C)c1ccc(-c2noc(C(=O)NN)n2)cc1
  -8, 2, 5, 2, 3, 0, 2.1, -5, -11, -2
CC(C)(C#CC(O)(c1ccccc1)c1ccccc1)N1CCCCC1
  -5, -1, 3, -4, 2, 2, 0.0, 2, -12, 0
O=C(N1CCOCC1)N1CCN(S(=O)(=O)N2CCCCC2)CC1
  4, 0, -8, -1, -1, -2, 0.4, -2, 1, 5
CCn1nc(C(=O)Nc2ccccc2N2CCCC2)c2ccccc2c1=O
  1, 11, 1, -1, -4, -1, 0.1, 3, -1, 14
COc1cccc(NC(=O)C(c2ccccc2)N2CCN(CC(=O)N3CCOCC3)CC2)c1 (stereo unspecified)
  15*, 0, -2, -1, -4, -3, 0.4, 0, 7, 10
Cc1ccc(C)c(OCC(=O)NNC(=O)CSC(=S)N2CCCC2)c1
  -1, -2, -1, 0, -1, -1, -0.2, -1, 8, 1
O=C(NCC1CCCO1)c1ccc(NC(=O)c2cccc(Cl)c2)cc1 (stereo unspecified)
  5, -13, -12, 7, 4, 2, 0.0, 2, -11, -9
CN(C)CCOc1ncnc2c1oc1ccccc12
  -5, 3, -5, -1, -3, -31, 0.3, -1, 7, 1
O=C(COC(=O)c1ccc(F)cc1F)NCCNC(=O)COC(=O)c1ccc(F)cc1F
  -6, -1, 3, 1, 3, 2, 0.6, 0, 16, 2
O=C(CN1C(=O)NC2(CCCC2)C1=O)OCCOc1ccc(Br)cc1
  -7, -9, -1, -1, 1, 1, 0.1, 1, 1, -2
COc1ccc(NC(=O)N(C)C[C@H]2Oc3c(NC(=O)C4CCCCC4)cccc3C(=O)N([C@H](C)CO)C[C@@H]2C)cc1
  0, 4, 2, 2, -2, 1, 0.6, 0, 5, -7
S=c1[nH]ncn1NCc1cccc(Br)c1
  -4, 7, 1, -3, -5, 1, 0.2, 5, -4, -6
CCS(=O)(=O)N1CCN(c2ccc([N+](=O)[O-])c(NCc3cccnc3)c2)CC1
  -2, 1, 3, -2, -9, -8, -0.4, -3, -17, 7
O=Cc1ccccc1-n1cncn1
  2, 5, -6, 5, 4, 11, 0.2, -6, 5, -6

Grouped by structure: the entries above containing a Cl atom
Each structure is followed by: Tn7 DDE FP, SIAE inh, DDE Tn6 FP inh, PRMT1 FP inh, MBD2 inh, UHRF1 binding, proKLK7 act, LEDGF integ inh, TDP2 absorb, TCR-CD3 inh
Cc1cccc(NC(=O)C2(c3ccccc3)CC2(Cl)Cl)c1 (stereo unspecified)
  -3, 2, -10, -1, 0, 2, 0.3, -2, -12, -3
CN1CCN(c2ccc(S(=O)(=O)N3CCCCC3)cc2NC(=O)COc2cccc(Cl)c2)CC1
  -1, 16, -6, -6, -3, -3, 0.5, -1, 7, 5
O=C(Cc1ccccc1Cl)Nc1cccnc1
  0, 3, 8, -4, -3, 5, -0.1, -2, 3, 1
O=S(=O)(Cc1ccccc1Cl)CC(O)COc1ccccc1Cl (stereo unspecified)
  1, -4, -8, -1, 0, 2, 0.0, 5, 1, -4
CC1CN(C(=O)C(C)N2CCN(c3ccccc3Cl)CC2)CC(C)O1 (stereo unspecified)
  -3, 7, -7, 3, 6, -1, 1.0, 0, 7, -9
COc1cc(OC)cc(C(=O)NCC(=O)Nc2ccc(OC)c(Cl)c2)c1
  -2, 1, 4, 0, -3, 0, -0.3, 0, 0, 0
O=C(NCC1CCCO1)c1ccc(NC(=O)c2cccc(Cl)c2)cc1 (stereo unspecified)
  5, -13, -12, 7, 4, 2, 0.0, 2, -11, -9

Compound activity from PubChem BioAssay.
